Compound activity deposited in PubChem by National Center for Advancing Translational Sciences (NCATS).
A350 fluor: compound fluoresces in the Alexa 350 spectral region; Compound autofluorescence, 340/450 nm, Alexa 350 dye-equivalents; stronger effect = higher value; max dye-equivalent concentration, M; 59,000 tested, 11% active; AID 590; in the data active = max dye-equivalent concentration above about 10 nM; inconclusive = mostly about 1.1 nM to 9.6 nM
BRCT inh green: blocks human BRCA1 BRCT binding to phosphopeptide, green readout; P38398; BRCA1 BRCT-phosphopeptide binding, green fluorescence polarization; Potency, µM (series often up to 76.9 µM), for inactives: top-dose activity change, negative = inhibition, most hits filed as inhibitors; 75,000 tested, 0.05% active; AID 875;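 note: potency is the fitted concentration of half-maximal effect; plate controls were peptide without protein for full effect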
Target sequence (P38398 whole entry, looked up): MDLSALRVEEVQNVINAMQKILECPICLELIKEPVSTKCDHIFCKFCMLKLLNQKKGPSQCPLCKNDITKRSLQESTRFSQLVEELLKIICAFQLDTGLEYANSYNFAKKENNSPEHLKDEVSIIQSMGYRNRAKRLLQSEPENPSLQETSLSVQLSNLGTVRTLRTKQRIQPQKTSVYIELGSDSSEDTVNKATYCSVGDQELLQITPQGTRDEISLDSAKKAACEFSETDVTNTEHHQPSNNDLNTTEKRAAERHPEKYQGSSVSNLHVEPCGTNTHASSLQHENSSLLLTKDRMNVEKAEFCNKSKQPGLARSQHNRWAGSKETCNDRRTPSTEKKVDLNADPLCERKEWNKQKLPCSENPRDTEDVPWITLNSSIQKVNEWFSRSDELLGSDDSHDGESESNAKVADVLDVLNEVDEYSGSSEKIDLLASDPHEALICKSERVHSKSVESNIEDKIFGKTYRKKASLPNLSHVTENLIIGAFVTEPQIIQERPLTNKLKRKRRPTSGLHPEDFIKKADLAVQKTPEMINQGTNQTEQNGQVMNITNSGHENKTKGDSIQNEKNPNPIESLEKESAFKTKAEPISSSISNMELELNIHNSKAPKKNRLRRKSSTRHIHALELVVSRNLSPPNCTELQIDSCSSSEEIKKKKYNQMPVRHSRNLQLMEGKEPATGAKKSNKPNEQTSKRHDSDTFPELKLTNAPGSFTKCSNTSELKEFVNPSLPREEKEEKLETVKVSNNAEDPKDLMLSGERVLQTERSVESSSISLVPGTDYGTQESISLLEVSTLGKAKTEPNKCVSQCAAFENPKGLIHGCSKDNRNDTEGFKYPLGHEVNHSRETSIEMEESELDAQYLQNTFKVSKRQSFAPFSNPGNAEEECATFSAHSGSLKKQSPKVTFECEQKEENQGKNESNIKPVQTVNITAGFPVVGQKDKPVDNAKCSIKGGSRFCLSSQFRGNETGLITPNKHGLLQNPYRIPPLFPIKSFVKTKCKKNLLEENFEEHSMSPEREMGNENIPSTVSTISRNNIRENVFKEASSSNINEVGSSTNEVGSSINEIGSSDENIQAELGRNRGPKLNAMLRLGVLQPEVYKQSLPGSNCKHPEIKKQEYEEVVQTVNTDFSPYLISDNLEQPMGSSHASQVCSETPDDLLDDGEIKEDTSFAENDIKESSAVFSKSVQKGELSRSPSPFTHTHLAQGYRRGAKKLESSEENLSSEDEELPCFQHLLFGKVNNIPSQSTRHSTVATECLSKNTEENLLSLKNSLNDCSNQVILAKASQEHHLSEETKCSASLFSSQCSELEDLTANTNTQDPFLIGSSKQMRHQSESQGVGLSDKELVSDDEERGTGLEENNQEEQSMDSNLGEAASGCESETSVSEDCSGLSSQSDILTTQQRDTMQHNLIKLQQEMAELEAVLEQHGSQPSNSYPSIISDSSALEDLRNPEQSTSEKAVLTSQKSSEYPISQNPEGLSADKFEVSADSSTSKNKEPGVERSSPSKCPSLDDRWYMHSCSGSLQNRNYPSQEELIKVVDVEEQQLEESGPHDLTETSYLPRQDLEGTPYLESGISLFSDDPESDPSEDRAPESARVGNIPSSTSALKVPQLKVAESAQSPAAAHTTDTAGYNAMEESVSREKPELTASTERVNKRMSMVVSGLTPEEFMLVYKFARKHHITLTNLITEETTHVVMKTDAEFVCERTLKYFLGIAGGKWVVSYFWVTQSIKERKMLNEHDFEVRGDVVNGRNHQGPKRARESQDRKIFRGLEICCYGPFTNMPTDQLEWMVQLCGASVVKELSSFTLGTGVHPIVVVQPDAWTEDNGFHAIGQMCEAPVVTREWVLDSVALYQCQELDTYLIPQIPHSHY
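Compounds were incubated for 12 min at room temperature with a complex of 100 nM fluorescein-tagged pBACH1 decapeptide and 250 nM His-tagged BRCT protein. Buffer was phosphate pH 7.3 with EDTA, DTT and Tween 20. Disruption of binding lowers the polarization signal.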
UbGFP stabilizer: inhibits proteasome, raising ubiquitin-GFP reporter fluorescence; Ubiquitin-GFP reporter cells, proteasome inhibition, GFP fluorescence; response scale: untreated = 0%, 10 µM MG-132 = 100%; Potency, µM (top dose mostly 45.9 µM), for the others: top-dose activation (GFP accumulation), actives largely listed as activators; AID 526; 67,000 tested, under 10 active; active = well fitted activation curve with a large enough effect, not every such curve was filed as active; inconclusive = small, poorly fitted or top-dose-only effect, or another doubt; inactive = no such curve, though single readings can be large or run the other way; note: potency is the fitted concentration of half-maximal effect
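U2OS cells expressing ubiquitin(G76V)-GFP, seeded overnight in 0.5% FBS medium, then treated 4 hr at 37 C across 46 uM to 2.9 nM. GFP-positive cells counted by laser cytometry (488 ex/515 em); %activity scaled between basal and 10 uM MG-132.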
Hsp90 Hop PPI: changes Hsp90-Hop TPR2A binding signal, up or down | AlphaScreen TPR2A-His6 binding biotin-Hsp90 C-terminal peptide | Potency, µM (highest dose often 57 µM), without a hit: top-dose activity change, negative = inhibition | 71,000 tested, 0.44% active | AID 595; active = well fitted curve in either direction with a large enough effect; inconclusive = small, poorly fitted or top-dose-only effect, or another doubt; note: potency is the fitted concentration of half-maximal effect; % is set by controls: 0 for no effect and ±100 for the full control effect; many of its hits are not listed in these tables
CRE Fsk mod: alters forskolin-stimulated CRE reporter signaling in CHO cells. Potency, µM (titrated, usually from 38.2 µM), without a hit: top-dose activity change, negative = inhibition, most hits filed as activators. AID 662. CHO CRE-bla reporter (cAMP response element driving beta-lactamase), forskolin EC10, beta-lactamase ratio. 71,000 tested, 2.5% active; active = well fitted activation curve with a large enough effect in the signal ratio, with a control signal flat, not every such curve was filed as active; inconclusive = small, poorly fitted or top-dose-only effect, or effect the other way, or a change in a side signal; the % refers to the signal ratio; note: potency is the fitted concentration of half-maximal effect; % of control where 0% means no effect
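Beta-lactamase reporter under a cAMP responsive element in CHO cells; compounds tested in titration series against EC10 NKH 477, 3 h at 37 °C. Read-out: CCF4 FRET ratio 460nm/530nm (excitation 405nm) giving %Activity, fitted to AC50.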
BRCT inh red: inhibitors of human BRCA1 BRCT-phosphoprotein interaction (red fluorophore); Potency, µM (highest dose often 76.9 µM), inactives show at the top dose activity change, negative = inhibition, most hits filed as inhibitors; BRCT-phosphopeptide binding, red fluorescence polarization; P38398; 75,000 tested, 0.03% active; note: % is set by controls: 0 for no effect and ±100 for the full control effect
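Fluorescence polarization: 100 nM His-tagged BRCA1 BRCT with 100 nM TAMRA-labelled phospho-BACH1 decapeptide, phosphate buffer pH 7.3 with 150 mM NaCl, DTT, 0.01% Tween 20; 12 min RT. Binding inhibition seen as FP decrease.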
Pol III holo inh: inhibitors of bacterial DNA polymerase III holoenzyme. reconstituted DNA polymerase III holoenzyme replication, biochemical. Potency, µM (doses to about 57.1 µM), for the others: top-dose activity change, negative = inhibition. 71,000 tested, 0.25% active. AID 603; note: potency is the fitted concentration of half-maximal effect; % is set by controls: 0 for no effect and ±100 for the full control effect
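Reconstituted *E. coli* holoenzyme (0.35 nM Pol III, 1 nM beta, 154 nM SSB, 2 nM primase) was preincubated with compound for 15 min at RT. Synthesis on 1.4 nM ssM13Gori ran 35 min, then was stopped with PicoGreen/EDTA and read as dsDNA fluorescence.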
4-MU autofl: compounds fluorescent in 4-MU spectral region | compound autofluorescence, 340/450 nm, 4-MU equivalents; stronger effect = higher value | max dye-equivalent concentration, M | 59,000 tested, 11% active | AID 589; in the data active = max dye-equivalent concentration above about 10 nM; inconclusive = mostly about 1.1 nM to 9.6 nM
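Compounds in 100 mM Tris, pH 8.0, sat 15 min at room temperature before fluorescence was read at 340 nm excitation/450 nm emission; a per-plate six-point 4-MU standard curve converted signals to dye-equivalent concentration at each compound concentration.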
Epigenetic mod: epigenetic modulators derepressing GFP locus in mouse cells; mouse C127i GFP locus derepression, cytometry, 30 h; Potency, µM (highest dose often 46.1 µM), for the others: top-dose GFP derepression (activation); 68,000 tested, 0.09% active; AID 597; note: % of control where 0% means no effect
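Locus derepression in mouse mammary C127i cells whose integrated CMV-GFP reporter is normally silent; GFP expression after 30 h compound treatment was quantified by counting fluorescent cells.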
HBB splice mod: hemoglobin beta splicing modulation. AID 925. Potency, µM (series often up to 46.1 µM), for inactives: at the highest dose activation, usual class: activators. HBB splicing reporter cell assay, activation; EGFP reporter with mutant IVS2-654 intron; response scale: normalised to 500 nM splice-correcting PNA. 65,000 tested, 0.06% active; note: potency is the fitted concentration of half-maximal effect; 0% is about no effect
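HeLa cells stably expressing EGFP interrupted by mutant beta-globin intron 2 (IVS2-654), 500/well in 2% FCS. Treated with compound for 2 days at 37C. Splicing correction scored as total well GFP intensity (488 nm excitation, 500-520 nm emission); 500 nM antisense PNA served as control.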
15-hLO inh: blocks human 15-lipoxygenase activity | purified 15hLO-1, xylenol orange hydroperoxide absorbance | Potency, µM (titrated, usually from 57.1 µM), inactives show at the top dose activity change, negative = inhibition, actives largely listed as inhibitors | P16050 | 74,000 tested, 1.4% active; note: potency is the fitted concentration of half-maximal effect; % is set by controls: 0 for no effect and ±100 for the full control effect; nearly all actives have a fitted effect of over 55% in size
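Readout: Fe(III)-xylenol orange absorbance, 573-to-405 nm ratio as reaction progress. Enzyme 40 nM purified human 15hLO-1, substrate 50 uM arachidonic acid, 6 min RT after 15 min compound preincubation; Hepes pH 7.5 buffer with Triton X-100.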
* marks the source's active call; other numbers are inactive results; i = inactive; ? = inconclusive; nt = no result given; [ ] = remark or other dose. Unless noted, calls come from the whole dose curve; as a rule, active = well fitted curve in the direction sought with a large enough effect; inconclusive = small, poorly fitted or top-dose-only effect, or another doubt; inactive = no such curve, though single readings can be large; an effect the other way counts as inactive or inconclusive. An unsorted share of the library. Share with any hit: about 12%.

SMILES	A350 fluor	BRCT inh green	UbGFP stabilizer	Hsp90 Hop PPI	CRE Fsk mod	BRCT inh red	Pol III holo inh	4-MU autofl	Epigenetic mod	HBB splice mod	15-hLO inh
C/C(N)=C(/C#N)C(=O)CSc1nnc(Nc2cccc(C)c2)s1	i	-2.5%	-3%	-4%	?	-3.4%	2%	i	-2%	-4.8%	-34%
COC(=O)c1cnn(-c2ccc(C)c(C)c2)c1-n1cccc1	3.1e-08M*	-1.3%	nt	6%	24%	-2.8%	-2%	2.5e-08M*	-2%	7.2%[0.369 µM]	?
COc1ccc(C(=O)OCCN2C(=O)c3ccccc3C2=O)cc1OC	nt	-2.7%	-3%	-2%	?	0.7%	-3%	nt	-2%	0.5%	10%
Cn1nc(-c2ccc(Cl)cc2)c2cc(C(=O)NCCN3CCOCC3)sc21	nt	1.7%	-11%	-2%[2.3 µM]	?	-0.9%	-18%	nt	nt	-0.2%	-5%
CCc1c(O)nc(SCC(=O)NCc2ccco2)[nH]c1=O	?	-6.2%	-5%	?	?	-0.6%	1%	i	1%	3.8%	2%
COC(=O)[C@H]1C[C@@H]1[C@H](NC(=O)c1cc(C)nn1C)c1ccccc1	nt	0.4%	nt	-4%	2%	-3.1%	0%	nt	nt	2.2%	nt
COc1ccc(NS(=O)(=O)c2ccc(NC(=O)C3CCCO3)cc2)cc1 (configuration not stated)	i	-1.5%	-3%	-4%	10%	0.5%	?	i	9%	3.0%[57.5 µM]	1%
Cn1c(=O)[nH]c(=O)c2c1nc(Br)n2Cc1ccccc1F	?	0.4%	14%	-4%	?	0.0%	1%	i	-2%	2.3%[1.84 µM]	-1%
COc1ccc(C(C)NC(=O)C2CCCO2)cc1OC (configuration not stated)	i	-1.6%	-2%	-2%	6%	0.4%	-7%	i	0%	-0.3%	-2%
Cc1cc2cc(CN(CCN3CCOCC3)C(=O)Nc3ccccc3F)c(=O)[nH]c2cc1C	?	-2.6%	-2%	-2%	11%	0.4%	-1%	i	-1%	-0.3%[57.5 µM]	-14%
O=C(Cc1cccs1)Nc1ccc(S(=O)(=O)Nc2ncccn2)cc1	i	0.5%	-9%	-2%	-8%	-0.6%	-15%	i	2%	0.6%	-26%
O=C(N[C@@H](c1ccccc1)[C@@H]1C[C@H]1C(=O)NCc1ccccc1)OCc1ccccc1	nt	-6.6%	nt	-5%	-9%	-1.6%	-1%	nt	nt	0.4%	nt
CC(=O)Nc1ccc(S(=O)(=O)N2CCN(C(C)CCc3ccccc3)CC2)cc1 (configuration not stated)	nt	0.4%	-7%	-3%	-1%	-1.1%	3%	nt	2%	-0.1%	-21%
O=C(O)C1(C(=O)O)CCN(S(=O)(=O)c2ccccc2)CC1	i	-1.8%[15.4 µM]	2%[9.17 µM]	-3%[11 µM]	?	0.2%[15.4 µM]	-10%[11.4 µM]	i	6%[9.22 µM]	-1.4%[9.22 µM]	3%[11.4 µM]
CCN(CC)c1ccc2cc(NC(=O)CCC(=O)O)c(=O)oc2c1	8e-07M*	-21%	17%	6%	?	-1.7%	6%	6.9e-07M*	2%	-0.1%	8%
COCc1cc(CN2CCCC2)c(O)c2ncccc12	nt	-1.4%	-9%	3.2µM*	2%	-0.2%	-3%	nt	?	-1.9%	2.5µM*
CCCn1c(CCc2ccccc2)nnc1SCC(=O)N1CCCC1	i	-2.1%	2%	5%	-7%	1.0%	0%	i	-3%	-0.2%	6%
O=C(Nc1nc(-c2ccc(S(=O)(=O)N3CCCCCC3)cc2)cs1)c1cccs1	?	-1.3%	-3%	-2%	3%	-0.3%	-4%	?	-1%	-0.5%	-10%
CCN(CC)S(=O)(=O)c1cccc(C(=O)OCC(=O)N2CC(=O)Nc3ccccc32)c1	?	0.9%	2%	-2%	12%	0.4%	8%	i	0%	-4.8%	3%
CN(C)S(=O)(=O)c1ccc(S(=O)(=O)N(Cc2ccccn2)Cc2ccco2)cc1	?	-1.4%	2%	-1%	-5%	2.7%	10%	i	0%	-1.4%	1%
CCN(CCO)C1CC(=O)N(c2ccccc2C)C1=O (configuration not stated)	i	-2.4%	6%	-3%	-7%	0.0%	-5%	i	0%	2.0%	-2%
CC(C)CN(CC(C)C)S(=O)(=O)N1CCC(C(=O)NCc2ccccn2)CC1	i	0.7%	-5%	-8%	?	1.4%	12%	i	1%	0.0%	21%
CC(=O)N1C2(C=CC1(C)C(=O)NCc1ccc(C)o1)CCCCC2 (configuration not stated)	nt	4.9%	nt	-4%	?	-0.5%	-16%	nt	nt	-0.6%	1%
COCCN(C(=O)c1ccccc1)c1nnc(-c2cccnc2)s1	?	0.8%	2%	-5%	-10%	-0.4%	-3%	i	1%	-1.4%	-1%
Cc1ccc(C)n1-c1ccncc1	i	-1.0%	-3%	-4%	-7%	0.0%	-2%	i	-4%	2.1%	-4%
Cc1nc(N2CCN(Cc3ccccc3)CC2)nc2c1C(=O)CC(C)C2 (configuration not stated)	i	0.4%	11%	-2%	18%	-1.3%	-5%	i	4%	3.7%[1.84 µM]	2%
Cc1cc(-c2nnc(-c3ccccc3)c(-c3ccccc3)n2)c(C)o1	i	3.5%	-10%	-21%	-20%	0.5%	-2%	i	27%	-1.1%	25µM*
O=C(c1ccco1)N1CCN(C(=O)C2c3ccccc3Oc3ccccc32)CC1	i	-1.6%	-4%	-4%	-2%	0.8%	0%	i	0%	0.4%	-5%
O=C(O)CCCC(=O)N1CCN(c2cccc(Cl)c2)CC1	nt	-2.2%	23%[9.17 µM]	-3%[11 µM]	?	-0.8%	0%[11.4 µM]	nt	-2%	0.9%[0.0738 µM]	3%[11.4 µM]
O=C(Nc1cccnc1)c1ccc(Cl)c(S(=O)(=O)N2CCCCCC2)c1	i	-1.1%	0%	-3%	7%	-0.3%	-1%	i	1%	-1.5%	-8%
CCC(=O)N1c2ccc(S(=O)(=O)CCC(=O)NC3CCCC3)cc2CC1C (configuration not stated)	?	-1.4%	-6%	3%	?	-0.5%	-6%	i	0%	-3.2%	1%
COC(=O)Cn1nc(-c2ccccc2)c2ccccc21	i	-1.3%	nt	4%	15%	-1.7%	-5%	i	0%	3.9%[0.369 µM]	13%
CC(=O)c1c(C)[nH]c(C(=O)Nc2ccc(C)cn2)c1C	i	0.0%	-7%	-4%	-5%	-0.3%	3%	i	3%	0.7%	0%
COc1ccc(-c2nc3cnc(OC)nc3n(CCC#N)c2=O)cc1	2e-08M*	-3.7%	1%	-5%	?	1.0%	-2%	1.5e-08M*	2%[9.22 µM]	1.1%	-1%
CC(=O)NCCNc1ncnc2ccc(-c3ccccc3C)cc12	i	0.2%	-5%	2%	?	1.1%	-5%	i	2%[9.22 µM]	1.8%	9%
Cn1c(SCC(=O)NCc2cccs2)nnc1-c1ccncc1	i	-1.3%	4%	0%	-4%	1.1%	-1%	i	8%	0.2%[57.5 µM]	0%
COc1cccc(-n2c(SCc3c(C)noc3C)nnc2-c2cccc(S(=O)(=O)N(C)C)c2)c1	i	-0.3%	-1%	-2%	?	0.2%	4%	?	-1%	-3.9%	8%
CCOC(=O)C1CCN(C(=O)CN(c2ccc(OC)cc2)S(=O)(=O)c2c(C)noc2C)CC1	nt	-2.6%	11%	0%	-11%	-0.4%	-3%	nt	2%	0.3%	5%
O=C(O)[C@@H](O)[C@@H](O)[C@@H](O)[C@@H](O)c1nc2ccccc2s1	i	-2.3%[15.4 µM]	-3%[9.17 µM]	-6%[11 µM]	-12%[7.6 µM]	-0.3%[15.4 µM]	-7%[11.4 µM]	i	-1%[9.22 µM]	-1.9%[9.22 µM]	-9%[11.4 µM]
c1cncc(-c2cc(-c3cc(-c4cccnc4)n[nH]3)[nH]n2)c1	i	1.3%[15.4 µM]	1%[9.17 µM]	-6%[11 µM]	8%[7.6 µM]	-0.1%[15.4 µM]	-16%[11.4 µM]	i	7%[9.22 µM]	2.4%[9.22 µM]	-27%[11.4 µM]
CCN1CCN(Cc2c(O)ccc3c(=O)c(-c4ccccc4OC)coc23)CC1	4.9e-07M*	-0.9%	1%	-4%	0%	-1.0%	-2%	6.9e-07M*	0%	nt	-12%
